# V-ATPase pH: regulators of yeast V-ATPase proton pumping, primary screen, pHLuorin cytosolic pH fluorescence | S. cerevisiae | response, % at 10 µM | AID 504577, 2011 | actives 0.37% (n = 350,000); in the data active = response mostly above about 7.3%, no sharp cut-off; inactive = mostly below about 5.4%; also: actives read high; inactives centre near 0; some compounds called inactive have numbers as strong as hits; reference of the scale not given here
# Wnt bcat act: Wnt/beta-catenin pathway activators, primary screen, cell-based, plate reader, single point; Wnt/beta-catenin reporter cell assay, activator; activation, % at 9.35 µM; actives 1.2% (n = 300,000); AID 743398, 2014; in the data active = activation above about 30%, passing the limit was not always enough;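 also: 0% = neutral control wells and 100% = positive control wells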
# MOR-DOR ag: agonists of OPRM1-OPRD1 heterodimerization, primary screen, cell-based, luminescence; Mu-type opioid receptor (Homo sapiens) + Delta-type opioid receptor (Homo sapiens), …; cells; activation, % at 9.3 µM; actives 0.3% (n = 340,000); in the data active = activation above about 18%;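 also: 0% = vehicle-treated cells and 100% = reference agonist; values of inactives mirror those of a sister screen read the other way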
# Target sequence (P35372 whole entry, looked up): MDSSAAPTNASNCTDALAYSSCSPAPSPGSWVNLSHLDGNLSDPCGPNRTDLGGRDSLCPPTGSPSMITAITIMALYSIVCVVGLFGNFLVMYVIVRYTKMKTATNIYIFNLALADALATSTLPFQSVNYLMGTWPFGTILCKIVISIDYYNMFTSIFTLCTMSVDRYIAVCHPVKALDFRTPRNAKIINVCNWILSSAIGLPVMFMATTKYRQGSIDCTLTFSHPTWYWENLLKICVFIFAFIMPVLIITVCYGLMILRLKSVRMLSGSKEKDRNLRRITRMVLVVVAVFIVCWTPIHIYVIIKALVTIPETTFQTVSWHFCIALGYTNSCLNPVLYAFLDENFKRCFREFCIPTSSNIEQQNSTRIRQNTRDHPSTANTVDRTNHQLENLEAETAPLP
# Target sequence (P41143 whole entry, looked up): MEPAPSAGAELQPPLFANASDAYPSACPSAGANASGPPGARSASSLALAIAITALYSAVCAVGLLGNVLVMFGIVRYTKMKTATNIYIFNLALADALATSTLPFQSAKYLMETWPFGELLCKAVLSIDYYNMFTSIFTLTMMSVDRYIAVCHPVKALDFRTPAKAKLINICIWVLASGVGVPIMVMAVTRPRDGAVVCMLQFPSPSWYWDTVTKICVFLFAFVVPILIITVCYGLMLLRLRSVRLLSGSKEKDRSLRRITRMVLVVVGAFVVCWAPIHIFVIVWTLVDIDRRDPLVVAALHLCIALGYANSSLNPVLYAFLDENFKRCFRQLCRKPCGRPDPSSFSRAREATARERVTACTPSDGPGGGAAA
# cardiac RTF act: cardiac RTF calcium sensitivity activators, primary screen, biochemical, IANBD-TnC fluorescence, EC20 calcium. Troponin I, cardiac muscle (Homo sapiens) + Troponin T, cardiac muscle (Homo sapiens) + …. IANBD-labeled TnC RTF fluorescence at EC20 calcium; 0% EC20 calcium, 100% full calcium. activation, % at 7.2 µM. actives 0.24% (n = 340,000). AID 493008, 2010;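 active = activation above the mean over all tested compounds plus 3 SD, cut at about 30% in these data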;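 also: rise in fluorescence read as greater calcium sensitivity of cardiac thin filaments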
# LANA DNA inh: inhibitors of KSHV C-LANA binding to DNA, primary screen, biochemical, fluorescence polarization, FAM-LBS DNA, MBP-C-LANA, single point; actives 0.078% (n = 340,000); inhibition, % at 9 µM; Kaposi's sarcoma herpesvirus LANA C-terminal domain (residues 932-1162) DNA binding;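 active = highest replicate inhibition at or above 60% at 9 µM, even if other replicates fall short; inactive = all replicates below 60% inhibition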;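 also: 0% = neutral control wells and 100% = 4 µM acridine orange control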
# Arr AP2 block: inhibitors of beta-arrestin/AP2 binding, primary screen, biochemical, GPCR trafficking, flow cytometry. beta-arrestin 1 C-terminal peptide binding to AP2 beta2-adaptin appendage (human). FITC-arrestin peptide / GST-AP2 beads; AP2 beta2 appendage carries R879A mutation. inhibition, % at 10 µM. actives 0.31% (n = 340,000). AID 504490, 2011;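 active = inhibition above a set limit, near 3 SD of compounds lacking own fluorescence, cut at about 54% in these data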;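 also: plate controls were DMSO wells for no effect and 5 µM unlabelled arrestin peptide for full effect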
#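 system = GST-tagged AP2 beta2-adaptin appendage (R879A) on 4 µm glutathione beads | reagent = FITC-labelled arrestin peptide probe, 50 nM final | schedule = compound with beads 12 min RT, then probe 1 h RT | signal = HyperCyt-sampled flow cytometry, FL1 channel, ex 488/em 535 nm | read-out = percent response from loss of bead-bound FITC fluorescence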
# OPRM1-OPRD1 inv: inverse agonists of MOR-DOR heterodimerization, primary screen, cell-based, luminescence; Mu-type opioid receptor (Homo sapiens) + Delta-type opioid receptor (Homo sapiens), …; cell-based MOR-DOR heterodimer luminescence, inverse agonism; actives 0.21% (n = 340,000); AID 504357, 2011; inhibition, % at 9.3 µM; in the data active = inhibition above about 22%, passing the limit was not always enough;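 also: 0% = cells with DMSO and 100% = wells without cells with DMSO; values of inactives mirror those of a sister screen read the other way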
# RTF Ca sens inh: cardiac RTF calcium sensitivity inhibitors, primary screen, biochemical, IANBD-TnC fluorescence, EC70 calcium; inhibition, % at 7.15 µM; Troponin I, cardiac muscle (Homo sapiens) + Troponin T, cardiac muscle (Homo sapiens) + …; actives 0.12% (n = 340,000); IANBD-labeled cardiac RTF, Ca2+ fluorescence;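 active = inhibition above the mean inhibition of all tested compounds plus 3 SD, cut at about 17% in these data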;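 also: assay run at fixed EC70 calcium of 1.6 mM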
# Keap1-Nrf2 PPI: Keap1-Nrf2 protein-protein interaction inhibitors, primary screen, biochemical, fluorescence polarization, single point; Keap1 Kelch-Nrf2 peptide fluorescence polarization, 1536-well; inhibition, % at 9.4 µM; actives 0.15% (n = 340,000); AID 504523, 2011; in the data active = inhibition above about 12%;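 also: human Keap1 Kelch domain with fluorescein labeled Nrf2 9mer peptide probe; 0% = neutral control wells and 100% = peptide positive control; higher means more block of Keap1 binding to Nrf2 peptide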
# DSG3 Ab inh: inhibitors of pemphigus antibody binding to DSG3, primary screen, biochemical, bead-based, flow cytometry, scFv-GFP. actives 0.48% (n = 310,000). binding (percent of control), % at 10 µM. Desmoglein-3 (Homo sapiens), P32926. DSG3-coupled beads, scFv-anti-DSG3-GFP binding; active compounds read low. AID 588358, 2011;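 active = binding more than 3 SD below its plate's average and above zero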;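 also: hits lower antibody fragment binding to DSG3; some compounds called inactive have numbers as strong as hits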
# Numbers without * were called inactive; nt = not tested or not shown. The order is random. Share with any hit: about 3.1%.
LANA DNA inh	Keap1-Nrf2 PPI	RTF Ca sens inh	MOR-DOR ag	V-ATPase pH	Wnt bcat act	Arr AP2 block	cardiac RTF act	DSG3 Ab inh	OPRM1-OPRD1 inv	smiles
-1.0	-1	-6	-3.2	4	0	35	-6	102	19	O=S1(=O)[C@H]2C[C@@H]3C=C[C@@]2(CN1Cc1cccc(Cl)c1)O3
-0.2	1	-11	-0.7	-4	nt	24	-4	108	4	CC(C)Cn1cnc2c(=O)oc3ccccc3c21
-0.2	-3	-3	4.6	1	-12	-10	-18	120	-25	COc1cccc(/C=N/Nc2cc(-n3nc(C)cc3-c3ccccc3)ncn2)c1O
-1.3	-4	-9	-1.7	0	3	22	-4	92	10	COc1ccc(C2=CC(=O)CCC2)cc1
-0.9	-3	-5	-3.0	-2	nt	-8	4	110	13	COCCCNC(=O)c1cc(C(=O)c2c(-c3c(Cl)cccc3Cl)noc2C)c[nH]1
0.3	2	1	0.0	-2	-2	-10	-4	nt	0	O=C(NCc1ccc(F)cc1)C(c1ccco1)N(C(=O)c1csnn1)c1ccccc1 (stereo not drawn)
1.2	-2	4	1.4	-4	0	23	-1	nt	-8	CCOc1ccc(N(C)S(=O)(=O)c2ccc(-c3ccc(=O)[nH]n3)s2)cc1
0.6	-5	0	-1.2	2	-9	-9	0	85	8	COc1ccc(N=C2SC(C(=O)N3CCN(c4ccc([N+](=O)[O-])cc4)CC3)CC(=O)N2C)cc1 (stereo not drawn)
0.0	-6	-3	-1.3	-3	0	0	-7	100	7	COc1ccc2[nH]c3c(c2c1)CCN1C(=O)C(CC(=O)NCC24CC5CC(CC(C5)C2)C4)C[C@H](C(=O)N2CCOCC2)[C@@]31C (stereo partly drawn)
-1.4	1	0	-2.3	4	-2	-7	4	nt	11	COc1ccc(-c2[nH]ncc2CN2CCN(c3ccc(F)cc3)CC2)cc1
-0.3	-3	-9	1.4	2	0	-4	0	102	-8	COC(=O)[C@H](CCSC)NC(=O)NCCC1=CCCCC1
-2.1	-2	-3	3.3	1	-4	2	1	97	-19	O=C(c1cccc(F)c1)N1CCN(c2cc(N3CCCCC3)c(F)cc2[N+](=O)[O-])CC1
-0.6	-2	0	-2.6	0	-1	18	-2	102	12	CN1CCN(CC(=O)Nc2ccc(OC(F)(F)F)cc2)CC1
0.0	3	-13	-0.5	1	-3	-2	-4	117	3	COc1ccc(CNC(=O)COC(=O)CCC2CCCCC2)cc1
0.3	-7	10	-0.6	-1	3	-8	-5	111	4	CC(=O)c1cn(CC(=O)NCc2ccc3c(c2)OCO3)c2ccccc12
-0.6	2	-13	-0.1	9	-1	20	4	103	1	COCCn1nnnc1C(C(C)C)N1CCCC(C)C1 (stereo not drawn)
-0.5	-6	5	-0.8	-1	-1	-3	-2	91	6	O=C(Oc1ccc(C(=S)N2CCCCC2)cc1)c1ccccc1F
-0.3	-2	3	7.0	-2	-1	31	7	97	-34	Cc1ccc(-c2nc(Cl)nc3ccccc23)cc1
-2.5	-2	-2	0.8	-6	-4	13	0	96	-3	Cc1cc(C)c(C)c(S(=O)(=O)N2CCC(C(=O)N(C)Cc3nc4ccccc4c(=O)[nH]3)CC2)c1C
1.7	-2	6	0.4	-6	5	5	6	103	-2	O=C(COc1cccnc1[N+](=O)[O-])Nc1ccc2c(c1)CCC2

# (listing goes on)
LANA DNA inh	Keap1-Nrf2 PPI	RTF Ca sens inh	MOR-DOR ag	V-ATPase pH	Wnt bcat act	Arr AP2 block	cardiac RTF act	DSG3 Ab inh	OPRM1-OPRD1 inv	smiles
3.0	1	-2	-2.6	0	21	-11	4	103	13	Cc1cccc2c1cnn2C(=O)Nc1ccccc1Br
0.4	2	-2	-3.3	4	nt	-10	-5	109	14	CCOc1cc(C2C(C#N)=C(N)OC3CCCC(=O)C32)ccc1OCCN1CCOCC1 (stereo not drawn)
1.1	1	-5	-2.0	5	-3	9	11	99	10	Cc1cc(NCc2ccc3c(c2)OCO3)n2nc(C)nc2n1
-0.8	-1	-7	0.2	0	-2	-5	2	105	-1	CCc1cccc(C)c1NC(=S)N(CCCN1CCN(C)CC1)Cc1cccs1
-0.9	-5	-4	-0.3	-1	2	2	-4	nt	1	CC(Sc1nnc(-c2ccccc2F)n1C)C(=O)NC1CCCCC1 (stereo not drawn)
0.1	1	-6	1.5	2	7	7	-4	98	-8	CN(Cc1ccc(Br)cc1)C(=O)CCN1C(=O)c2cccc([N+](=O)[O-])c2C1=O
2.9	-2	3	-0.4	2	nt	-3	-5	105	2	Cc1cc(C)c(C)c(C(=O)CSc2nnc(-c3ccc4[nH]c(C)c(C)c4c3)o2)c1C
-5.0	-2	-14	-0.9	-3	-1	3	3	96	4	CCOc1ccc(OCCn2c(=S)[nH]c3c(N)ncnc32)cc1
-0.2	3	-9	4.1	0	0	11	3	93	-28	Cc1ccc(S(=O)(=O)NNC(=O)NC23CC4CC(CC(C4)C2)C3)cc1
4.0	-2	-1	2.8	3	39*	24	0	93	-12	COc1ccc(NC(=O)COC(=O)C23CC4CC(CC(O)(C4)C2)C3)cc1Cl
2.0	2	-5	0.9	0	1	-6	5	100	-5	[N-]=C=C1C(=O)NC(=O)C([n+]2ccc(-c3ccncc3)cc2)C1c1ccccc1C(F)(F)F (stereo not drawn)
-0.7	2	-3	0.2	-3	-5	26	-4	99	-1	CC1CN=C(c2ccccc2)O1 (stereo not drawn)
1.1	-1	14	-2.8	1	1	6	0	nt	16	CCNc1ccc(C(=O)OCC(=O)NCc2ccccc2Cl)cc1[N+](=O)[O-]
-0.7	-2	1	-3.8	-2	nt	-1	8	104	21	CCCc1nnc(SCc2ccc(C(=O)OC)o2)n1N
0.6	0	-4	0.1	-6	-2	27	6	106	0	CCN(Cc1ccccc1)S(=O)(=O)c1c(N)n(C)c(=O)n(C)c1=O
0.1	0	2	1.2	2	-12	26	4	110	-6	O=C1CCCC2=C1C(c1ccccn1)Nc1ccc(C(=O)c3ccccc3)cc1N2 (stereo not drawn)
-0.2	-8	1	-3.0	6	nt	-4	0	91	16	COc1ccc(NC(=O)c2cccc3c2C(=O)N(CC2CCCO2)C3)cc1OC (stereo not drawn)
1.0	-9	-18	-1.0	-2	-1	-6	4	93	6	Cc1cc2c(c(=O)o1)C(c1cccs1)C(C#N)=C(N)O2 (stereo not drawn)
-3.6	-15	-4	-4.9	-50	-1	6	-2	nt	20	COc1ccc(-c2cc(C(F)(F)F)n3ncc(C(=O)NCC4CCCO4)c3n2)cc1 (stereo not drawn)
-0.5	5	-8	8.2	0	-1	19	-1	99	-45	Oc1ccc(Cl)cc1-c1cc(-c2ccccc2)n[nH]1

# (continued)
LANA DNA inh	Keap1-Nrf2 PPI	RTF Ca sens inh	MOR-DOR ag	V-ATPase pH	Wnt bcat act	Arr AP2 block	cardiac RTF act	DSG3 Ab inh	OPRM1-OPRD1 inv	smiles
1.3	-5	-1	4.8	0	14	-3	2	105	-24	N#Cc1sc2nc(-c3ccccc3)cc(-c3ccco3)c2c1N
-0.5	-5	10	-0.5	2	10	6	-8	104	3	CCN1CCN(C(=O)c2cc3cc4ccc(OC)cc4nc3s2)CC1
-1.2	2	-3	-0.3	-3	-1	15	-1	89	2	COc1ccc(S(=O)(=O)N2CCN(c3ccccc3OC)CC2)cc1C(=O)N1CCCCC1
-1.3	3	-3	-0.9	1	-1	-20	1	99	5	C[C@H](NC(=O)c1ccccc1Cl)C(=O)NCc1cccs1
1.6	0	1	-2.1	-2	-3	4	0	187	11	O=C(COc1ccc(-c2ccccc2)cc1)N1CCN(S(=O)(=O)Cc2ccccc2)CC1
-0.3	-3	-3	-1.6	-2	-1	3	2	101	8	CC(=O)N/C(=C\c1ccccc1)C(=O)OC/C=C/c1ccccc1
1.1	4	-4	-0.8	-2	-1	-2	2	76	4	CCCc1cc(=O)[nH]c(SCC(=O)Nc2ccc(Cl)c(S(=O)(=O)N3CCOCC3)c2)n1
0.4	-3	6	-0.6	3	-1	24	-4	90	4	COC(=O)CCC(=O)NNC(=O)CCC(=O)Nc1cccc(Cl)c1C
-0.9	0	-5	-0.9	-5	30	2	-5	102	6	Cc1ccc(NC(=O)Nc2ncccc2C)cc1
-0.4	1	7	-0.9	4	-3	16	-4	106	5	CC1(C)O[C@@H]2C[C@H]3[C@@H]4CCC5=CC(=O)C=C[C@]5(C)[C@@]4(F)[C@@H](O)C[C@]3(C)[C@]2(C(=O)CO)O1
0.6	-13	-5	-0.3	-4	6	-1	-3	104	2	COc1cccc(C2=NN(C(=O)c3ccco3)C(c3ccco3)C2)c1 (stereo not drawn)
-0.3	0	-4	-0.5	10	nt	-2	-3	101	4	COc1ccc(Oc2c(O)c3ccccc3n(C)c2=O)cc1
1.1	0	-8	2.2	3	nt	12	18	106	-12	COc1ccc(/C(O)=C2\C(=O)C(=O)N(Cc3ccco3)C2c2cc(OC)ccc2OC)cc1 (stereo not drawn)
0.6	-2	-9	-2.0	-4	-12	1	0	102	11	Cc1ccc(OCCCNCCO)c(Br)c1
-0.6	-3	-1	-0.9	-2	nt	2	-2	96	7	CCN(c1ccc(NC(=O)CCNC(=O)c2ccco2)cc1)C(C)C
-1.9	-5	-10	-3.5	2	1	-10	-2	106	18	O=C(CCN1C(=O)c2ccccc2C1=O)C1=NN[C@@H]2C(=O)N(c3cccc(F)c3)C(=O)[C@H]12
-3.9	-1	-6	1.6	6	-22	33	-11	104	-11	COc1ccc(C(CNC(=O)CSc2ccccc2F)N2CCOCC2)cc1 (stereo not drawn)
0.3	-6	-4	-2.0	-2	nt	-2	-1	94	11	COc1cc(C)c(S(=O)(=O)n2nnc3ccccc32)cc1C
-1.7	-3	-19	-3.2	0	0	5	-1	111	15	CCOC(=O)CNC(=O)CSc1nnc(-c2cccc(C)c2)n1-c1ccc(OC)cc1
0.2	-4	3	-4.0	2	0	6	-1	104	21	CC(C)NC(=O)CSc1nncn1-c1ccccc1
-0.2	-1	2	-2.0	0	-2	-9	2	116	8	Cn1ncc(N=Cc2ccccc2O)c1C(=O)Nc1ccccc1
1.4	1	0	-3.2	-1	-3	8	-4	114	13	NC(=O)c1ccsc1NC(=O)CN1CCN(S(=O)(=O)c2ccccc2C(F)(F)F)CC1

# Bioassay records: PubChem, several laboratories
